D2 potentiator – D2 dopamine receptor (human) potentiation. actives 0.34% (n = 340,000). P14416. potentiation, % at 10 µM. HEK293 T-REx D2, calcium flux, EC20 dopamine potentiation;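 active = potentiation over 3 SD above the plate norm, cut at about 30% in these data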; note: 0% is about no effect
Target sequence (P14416 whole entry, looked up): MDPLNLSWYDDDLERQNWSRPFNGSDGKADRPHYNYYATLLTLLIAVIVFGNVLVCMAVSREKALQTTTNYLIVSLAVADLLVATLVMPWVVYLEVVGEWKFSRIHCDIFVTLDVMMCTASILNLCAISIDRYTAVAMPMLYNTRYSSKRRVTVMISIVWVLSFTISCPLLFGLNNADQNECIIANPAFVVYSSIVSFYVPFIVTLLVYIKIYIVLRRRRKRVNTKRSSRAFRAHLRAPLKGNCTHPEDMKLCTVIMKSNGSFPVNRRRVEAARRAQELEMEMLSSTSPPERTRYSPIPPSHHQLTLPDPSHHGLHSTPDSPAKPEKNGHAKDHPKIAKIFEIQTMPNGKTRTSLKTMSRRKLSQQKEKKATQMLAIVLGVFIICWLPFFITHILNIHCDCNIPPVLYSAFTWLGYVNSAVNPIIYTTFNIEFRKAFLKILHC
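Tetracycline-induced Hek293 Trex D2 cells, force-coupled to calcium, loaded with no-wash calcium dye. Compound added with 180 s kinetic read for agonism, then EC20 dopamine and a further 180 s read for potentiation.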
RXFP1 antagonist – antagonists of human relaxin receptor RXFP1; actives 0.59% (n = 350,000); Q9HBX9; HEK293-RXFP1, relaxin-stimulated cAMP HTRF, 30 min; hits give low values; activity change, negative = inhibition, % at 57.5 µM;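 active = activity change of -60% or lower, but not beyond a set lower limit; inconclusive = change between -60% and -40%, or beyond the set limit; inactive = change above -40%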; note: % is set by controls: 0 for no effect and ±100 for the full control effect
D1 ag – human D1 receptor agonism | HEK293 T-REx D1 cells, calcium flux, agonist mode | P21728 | actives 1% (n = 360,000) | activation, % at 2 µM; in the data active = activation above about 30%; note: 0% is about no effect
Target sequence (P21728 whole entry, looked up): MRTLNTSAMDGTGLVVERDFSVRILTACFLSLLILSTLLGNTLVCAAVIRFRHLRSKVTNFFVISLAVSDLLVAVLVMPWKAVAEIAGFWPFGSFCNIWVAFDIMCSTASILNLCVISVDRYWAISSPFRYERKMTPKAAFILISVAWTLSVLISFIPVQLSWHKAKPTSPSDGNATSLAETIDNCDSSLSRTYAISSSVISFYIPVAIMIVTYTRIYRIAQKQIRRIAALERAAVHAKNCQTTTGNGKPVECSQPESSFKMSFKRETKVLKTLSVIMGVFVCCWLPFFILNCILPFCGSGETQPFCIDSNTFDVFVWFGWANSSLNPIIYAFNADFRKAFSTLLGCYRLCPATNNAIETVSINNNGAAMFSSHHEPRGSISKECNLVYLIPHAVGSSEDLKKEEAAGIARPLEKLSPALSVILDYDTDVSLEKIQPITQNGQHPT
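Inducible HEK293 T-REx D1 cells, force-coupled to calcium signalling, were plated at 4000 cells/well with tetracycline and held overnight at 30 C. After no-wash calcium dye loading, compound-evoked calcium rise over 180 s flagged agonists.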
Vif-APOBEC3G blk – inhibitors of Vif-APOBEC3G interaction. actives 0.076% (n = 410,000). Potency, µM (titrated, usually from 46.1 µM), without a hit: at the top dose activity, negative = active, actives largely listed as inhibitors. HeLa A3G-eYFP + Vif (tagged APOBEC3G with the HIV-1 protein that degrades it), YFP fluorescence, overnight. Q9HC16;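 note: potency is the fitted concentration of half-maximal effect; % is set by controls: 0 for no effect and ±100 for the full control effect; nearly all actives have a fitted effect of over 60% in size; hits raise eYFP signal because A3G escapes Vif-driven loss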
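HeLa cells stably expressing Vif and C-terminally eYFP-tagged A3G, seeded overnight at 37 deg C, then exposed to compound by pintool overnight at 37 deg C. Rise in yellow fluorescence (Ex 488/Em 500-530, Acumen) marks blocked Vif-driven A3G degradation.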
D1 PAM – human D1 dopamine receptor positive modulation. HEK293 TREx D1 cells, calcium flux, dopamine EC20 potentiation. potentiation, % at 10 µM. AID 504651. P21728. actives 0.036% (n = 360,000); in the data active = potentiation above about 30%; note: 0% is about no effect
D1 antagonist – blocks dopamine activation of the human D1 receptor; P21728; HEK293 TREx D1 cells, calcium flux, dopamine EC80; hits give low values; activity change, negative = inhibition, % at 10 µM; actives 3.2% (n = 360,000); AID 504652; in the data active = activity change below about -30%; note: % is set by controls: 0 for no effect and ±100 for the full control effect
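Tetracycline-induced HEK293 T-REx cells with force-coupled D1 receptor were loaded with a no-wash calcium dye. Compound was added after a 10 s baseline and read kinetically for 180 s; EC80 dopamine was then added and calcium flux followed another 180 s.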
GRP78 ERSR act – induces the endoplasmic reticulum stress response in human glioma cells; U87-MG GRP78 promoter luciferase reporter, 16 h; actives 0.02% (n = 420,000); Potency, µM, inactives show top-dose activation, most hits filed as activators; AID 602332; note: potency is the fitted concentration of half-maximal effect; series mostly up to about 76 µM; % of control where 0% means no effect; nearly all actives have a fitted effect of over 35% in size
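Stably transfected U87-MG glioma cells carrying a GRP78-based luciferase sensor; 16 h compound incubation. Luminescence end-point read 10 min after Bright-Glo addition at room temperature.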
RXFP1 agonist – RXFP1 (human) receptor agonism; HEK293T-RXFP1 cAMP TR-FRET, 30 min; response scale: percent of porcine relaxin response, buffer zero; Potency, µM (highest dose often 57.5 µM), inactives show at the highest dose activation, hits mostly activators; actives 0.3% (n = 370,000); note: potency is the fitted concentration of half-maximal effect; % is set by controls: 0 for no effect and ±100 for the full control effect; nearly all actives have a fitted effect of over 60% in size; many of its hits are not listed in these tables
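HEK293T cells stably expressing RXFP1 were pretreated with the PDE4 inhibitor Ro 20174, exposed to compounds for 30 min at 37C, lysed, and cAMP was read by TR-FRET. Data normalized to buffer (basal) and 29 nM porcine relaxin (100%).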
Vif-APOBEC3F blk – Vif-A3F binding inhibition. HeLa A3F-eYFP + Vif (tagged APOBEC3F with the HIV-1 protein that degrades it), YFP fluorescence increase. Potency, µM (highest dose often 46.1 µM), inactives show top-dose activity, negative = active. actives 0.2% (n = 390,000). AID 602313; note: potency is the fitted concentration of half-maximal effect; % of control where 0% means no effect; nearly all actives have a fitted effect of over 65% in size
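Fluorescence increase (Ex 488/Em 500-530) after overnight compound treatment at 37 deg C flags inhibition of Vif-driven A3F-eYFP loss in stable HeLa A3F-eYFP/Vif cells seeded overnight beforehand.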
* = called active by the depositor; ? = inconclusive; . = not tested or not shown. Unless noted, calls come from the whole dose curve; as a rule, active = well fitted curve in the direction sought with a large enough effect; inconclusive = small, poorly fitted or top-dose-only effect, or another doubt; inactive = no such curve, though single readings can be large; an effect the other way counts as inactive or inconclusive. These rows are one share of the data; the hit share may differ from the screen's.

SMILES,D2 potentiator,RXFP1 antagonist,D1 ag,Vif-APOBEC3G blk,D1 PAM,D1 antagonist,GRP78 ERSR act,RXFP1 agonist,Vif-APOBEC3F blk
Cc1cccc(C(=O)OC2CCN(C)CC2)c1,-12,-1,3,0%,-1,4,1%,-0.4%,-4%
CCOc1ccc(CN(C)C(=O)c2cccnc2SC)cc1OC,-6,-8,5,3%,4,-12,-4%,3.7%,16%
Cc1cc(C)cc(C(=O)Nc2cc3c4c(c2)CC(=O)N4CCC3)c1,-10,-16,1,0%,1,13,-3%,-0.8%,8%
CCN(CC)c1ccc(/C=C2\SC(=O)N(C(C)C)C2=O)o1,4,-83*,51*,?,-5,-17,-14%,-0.6%,?
Cc1ccc(NC(=O)c2ccccc2OCC(=O)Nc2ccccc2F)cc1S(=O)(=O)N(C)C,-5,8,3,4%,-1,-38*,0%,0.5%,0%
CN(C(=O)CSc1nc2ccc(NC(=O)c3ccccc3F)cc2s1)c1ccccc1,12,.,4,-9%,2,-12,0%,4.4%,-4%
Cc1ccc(N2CC(NC(=O)c3ccc(S(=O)(=O)N4CCCC4)cc3)CC2=O)cc1 (centres undefined),11,-1,-2,3%,4,.,-1%,1.5%,4%
COc1ccc(CNCc2cccn2C)cc1,-5,-7,8,0%,0,-11,-4%,-0.7%,0%
O=S(=O)(Nc1ccc2c3c(cccc13)CC2)c1ccccc1,.,2,.,-1%,.,.,-5%,.,-2%
O/C(=C\c1ccc2ccccc2n1)c1ccc(O)cc1O,-2,-35,71*,?,-4,12,-10%,3.6%,?
COCCNC(=O)c1ccccc1NS(=O)(=O)c1ccc(C)c([N+](=O)[O-])c1,11,4,4,0%,-5,3,-1%,0.6%,2%
Cc1ccc(S(=O)(=O)Nc2ccc3c(c2)c2c(n3S(=O)(=O)c3ccc(C)cc3)CCCC2=O)cc1,11,-7,5,-4%,-5,8,-3%,0.8%,2%
CC(C)OCCCNC(=O)C(NC(=O)c1ccc(Cl)cc1)C(C)C (centres undefined),.,2,8,-2%,-2,18,-4%,-1.5%,-2%
COc1c(N)c2ccccc2[nH]c1=O,-5,.,2,2%,-5,3,-2%,0.0%,4%
CCc1c(C(=O)N2CCCN(C)CC2)csc1C,.,8,0,1%,-7,-31*,3%,1.8%,-12%
COc1ccc(CNc2nc3nc4c(c(=O)n3[nH]2)CCC4)cc1,-1,3,2,1%,-2,-21,-7%,0.1%,-2%
CCOC(=O)c1c(C)[nH]c(C(=O)OCc2ccc(C)cc2)c1C,.,11,.,-2%,.,.,2%,.,2%
COc1ccc(-c2cc(C(=O)N(C)CC(=O)Nc3cccc(F)c3)c3ccccc3n2)cc1,10,-23,4,-6%,-6,-18,-2%,1.6%,4%
CCc1ccc(-n2c(=O)c3c(C)c(C(=O)N(C)C)sc3n(Cc3ccccc3F)c2=O)cc1,-5,-9,1,-3%,0,3,-1%,-1.5%,-3%
O=[N+]([O-])c1ccc(-c2cn3c(n2)SCC3)cc1,.,-1,.,2%,.,.,-1%,.,0%
CC(C)c1cc(C(C)C)c(S(=O)(=O)NNC(=O)c2ccncc2)c(C(C)C)c1,-5,.,0,-3%,1,-7,-3%,-1.3%,0%
CCOC(=O)N1CCN(C(=O)CSc2nnc(-c3cccc(OC)c3)o2)CC1,10,-2,0,-1%,-1,7,-8%,3.5%,5%
Cc1ccc(C(=O)N2C3C=CC(C3)C2(C(F)(F)F)C(F)(F)F)cc1 (centres undefined),-24,-10,2,-1%,0,8,-3%,-0.4%,-3%
O=C(Nc1cccnc1)OC1CCCC1,21,-1,2,-2%,2,10,2%,2.9%,4%
CCCN(Cc1cc2cccc(C)c2[nH]c1=O)S(C)(=O)=O,6,.,0,-4%,6,-5,-6%,-0.2%,-6%
NC(=O)c1ccccc1NC(=O)CN1CCN(Cc2ccccc2)CC1,4,-4,4,-5%,2,4,-3%,2.1%,6%
C=CCNC(=O)c1ccc(Sc2ccccc2)c([N+](=O)[O-])c1,5,-8,0,-6%,-3,-21,-1%,1.0%,-5%
COc1ccc(-n2c(Cc3ccccc3)nnc2SCc2nc(-c3ccccc3C)no2)cc1,.,-15,24,-3%,-1,-4,-4%,0.1%,-5%
CCC(=O)c1ccccc1OCCN1CCN(CC)CC1,-20,-2,5,11%,-4,-5,1%,2.4%,-11%
COc1ccc(/C=N/NC2=NS(=O)(=O)c3ccccc32)cc1OC,-9,4,3,-1%,8,0,3%,3.7%,6%
O=C(NCCc1nc(-c2ccccc2)cs1)c1ccc(Br)cc1,-20,-15,7,2%,-8,-30,-2%,0.8%,16%
CCOc1ccc(Nc2nc3c(c(=O)[nH]2)CCCC3)cc1,-4,-14,0,-3%,-2,3,7%,-0.1%,-5%
CC(C)NC(=O)COC(=O)c1ccc(NS(=O)(=O)c2ccc3c(c2)OCCO3)cc1,-5,-1,1,0%,-3,-3,-3%,2.6%,3%
O=C1[C@H]2[C@@H](/C=C/c3ccccc3)N3C(=O)CN(CCO)C(=O)[C@@]3(Cc3ccccc3)[C@H]2C(=O)N1c1ccccc1,7,.,1,1%,-4,-2,-2%,0.5%,-1%
O=C(Cn1c(-c2cscn2)nc2ccccc21)Nc1ccc2ccccc2c1,-3,18,4,1%,-3,11,3%,0.9%,-1%
O=C(NCCc1ccccc1)C1CCN(c2ncccn2)CC1,15,11,0,2%,-2,-11,5%,0.9%,-9%
COC(=O)c1ccccc1NC(=O)CSc1nnc(COc2cccc(OC)c2)n1C,.,0,1,0%,11,3,0%,1.1%,-1%
CCONc1ncnc2nonc12,-12,1,3,-11%,5,-1,-2%,-0.3%,-11%
COc1ccc(CN(C)C(=O)COc2cccc(-n3cnnn3)c2)cc1OC,.,-6,.,3%,.,.,-1%,.,-1%
Cc1cccc(NC(=O)CSc2nnnn2-c2ccc3c(c2)OCCO3)n1,5,-25,3,2%,5,2,-3%,-1.0%,-11%
Cc1cccnc1NC(=O)CSc1ccc2c(c1)OCCO2,-1,5,3,-1%,-8,-10,1%,-1.3%,12%
O=C(O)c1ccc(OCC(F)(F)F)nc1,3,-4,7,-4%,2,-3,-1%,-1.4%,-4%
CC(C)(C)OC(=O)NCc1ccc(CNC(=O)c2[nH]cnc2C(=O)N[C@@H](Cc2ccccc2)C(=O)OC(C)(C)C)cc1,.,.,10,-5%,3,-12,-5%,-1.4%,5%
COc1ccc(Cl)cc1NC(=O)c1cc2c(=O)n3ccccc3nc2s1,3,12,-2,.,4,-10,.,?,.
O=C1NCCNC(=O)c2ccccc2OCCOc2ccccc21,14,7,4,0%,-3,11,7%,-0.1%,-8%
CC(=O)N1CCC(N(CCN2CCOCC2)C(=S)Nc2cc(C)ccc2C)CC1,.,11,2,0%,0,-22,-2%,-0.2%,-6%
Cc1ccc(Cl)c2sc(N3CCN(C(=O)c4ccco4)CC3)nc12,0,-5,5,-1%,-4,10,-5%,2.0%,1%
CC(C)Oc1ccc(S(=O)(=O)N2CCOCC2)cc1NC(=O)C1CSC2(C)CCC(=O)N12 (centres undefined),7,16,4,-3%,-1,3,0%,1.5%,7%
COc1ccc(CC2(CO)CCN(Cc3cnn(-c4ccc(F)cc4)c3)CC2)cc1,-26,3,47*,0%,-4,-29,-3%,-3.5%,-13%

In the list so far, these have an aryl thioether with sulfur outside any ring.
SMILES,D2 potentiator,RXFP1 antagonist,D1 ag,Vif-APOBEC3G blk,D1 PAM,D1 antagonist,GRP78 ERSR act,RXFP1 agonist,Vif-APOBEC3F blk
CCOc1ccc(CN(C)C(=O)c2cccnc2SC)cc1OC,-6,-8,5,3%,4,-12,-4%,3.7%,16%
CN(C(=O)CSc1nc2ccc(NC(=O)c3ccccc3F)cc2s1)c1ccccc1,12,.,4,-9%,2,-12,0%,4.4%,-4%
CCOC(=O)N1CCN(C(=O)CSc2nnc(-c3cccc(OC)c3)o2)CC1,10,-2,0,-1%,-1,7,-8%,3.5%,5%
C=CCNC(=O)c1ccc(Sc2ccccc2)c([N+](=O)[O-])c1,5,-8,0,-6%,-3,-21,-1%,1.0%,-5%
COc1ccc(-n2c(Cc3ccccc3)nnc2SCc2nc(-c3ccccc3C)no2)cc1,.,-15,24,-3%,-1,-4,-4%,0.1%,-5%
COC(=O)c1ccccc1NC(=O)CSc1nnc(COc2cccc(OC)c2)n1C,.,0,1,0%,11,3,0%,1.1%,-1%
Cc1cccc(NC(=O)CSc2nnnn2-c2ccc3c(c2)OCCO3)n1,5,-25,3,2%,5,2,-3%,-1.0%,-11%
Cc1cccnc1NC(=O)CSc1ccc2c(c1)OCCO2,-1,5,3,-1%,-8,-10,1%,-1.3%,12%
